Assay outcomes deposited in PubChem BioAssay by several laboratories.
Kir21 inh = blocks the mouse Kir2.1 inward-rectifier potassium channel. P35561. HEK293-Kir2.1, FluxOR thallium flux fluorescence; hits give low values. B-score at 10 µM. actives 0.85% (n = 310,000). AID 1672;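 active = fluorescence ratio B-score at or below minus 3 SD of library scores, with starting-brightness B-score within 2 SD, cut at about -4.2 in these data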;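 note: channel flux triggered by added potassium and thallium sulfate stimulus; B-score of peak minus minimum fluorescence over baseline after thallium stimulus; more negative B-score means stronger Kir2.1 block with less thallium influx; some compounds called inactive have numbers as strong as hits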
Target sequence (P35561 whole entry, looked up): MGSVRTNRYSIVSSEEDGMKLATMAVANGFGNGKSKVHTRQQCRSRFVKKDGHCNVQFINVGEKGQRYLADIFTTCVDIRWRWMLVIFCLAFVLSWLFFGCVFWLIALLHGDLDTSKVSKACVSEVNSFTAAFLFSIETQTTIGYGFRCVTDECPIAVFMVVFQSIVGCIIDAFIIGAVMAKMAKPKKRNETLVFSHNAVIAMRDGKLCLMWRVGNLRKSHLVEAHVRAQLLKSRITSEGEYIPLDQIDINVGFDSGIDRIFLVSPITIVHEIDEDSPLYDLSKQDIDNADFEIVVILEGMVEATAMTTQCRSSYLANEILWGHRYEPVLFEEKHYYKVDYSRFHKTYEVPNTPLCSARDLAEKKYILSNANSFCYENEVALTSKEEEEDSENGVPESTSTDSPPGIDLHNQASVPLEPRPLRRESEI
STK33 kinase inh = inhibitors of human STK33 kinase; Q9BYT3; purified STK33, MBP phosphorylation, ADP-Glo luminescence; inhibition, % at 10 µM; actives 0.073% (n = 320,000); AID 2661;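 active = inhibition at or above 25%, using the most active replicate where run in duplicate; inactive = inhibition below 25%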
Target sequence (Q9BYT3 whole entry, looked up): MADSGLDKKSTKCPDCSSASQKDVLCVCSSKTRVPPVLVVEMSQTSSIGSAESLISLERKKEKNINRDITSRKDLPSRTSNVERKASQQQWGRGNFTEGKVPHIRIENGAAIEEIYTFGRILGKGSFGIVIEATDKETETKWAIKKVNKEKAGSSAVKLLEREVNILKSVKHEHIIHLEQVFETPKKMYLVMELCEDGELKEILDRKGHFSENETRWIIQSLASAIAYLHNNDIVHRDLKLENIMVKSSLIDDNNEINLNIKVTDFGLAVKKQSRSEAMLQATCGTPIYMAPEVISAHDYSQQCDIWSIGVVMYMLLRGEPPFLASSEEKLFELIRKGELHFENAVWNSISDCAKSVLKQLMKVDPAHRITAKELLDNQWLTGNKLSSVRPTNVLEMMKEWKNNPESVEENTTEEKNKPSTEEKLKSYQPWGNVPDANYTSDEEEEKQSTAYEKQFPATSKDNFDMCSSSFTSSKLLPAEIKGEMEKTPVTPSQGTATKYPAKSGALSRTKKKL
Numbers without * were called inactive; . = not tested or not shown; & = joins results of further samples.

molecule,Kir21 inh,STK33 kinase inh
CCN(CC)CCNC(=O)c1ccc2c(c1NCCO)C(=O)c1ccccc1C2=O,-0.84,20.5
CCC(=O)Nc1nc2cc(OC)ccc2s1,0.03,6.6
COc1ccccc1C(=O)N1CCN(c2ccccn2)CC1,-0.05,-0.2
CC(C)NC(=O)C1CCN(C2CCN(Cc3nc(C(C)C)cs3)CC2)CC1,1.8,-0.7
Cc1ccc(S(=O)(=O)N2CCCCC2)cc1NC(=O)c1c(-c2ccccc2)noc1C,.,-1.4
c1ccc(-c2nnc(C(c3ccccc3)c3ccccc3)o2)cc1,-0.46,-1.9
N#Cc1c(-c2cccs2)cc(-c2cccs2)[nH]c1=O,-0.68,0.0
O=C(Nc1ccc(Br)cc1)C1CCCC1,0.02,-1.3
c1ccc2c(c1)nnn1c3ccccc3nc21,3.86,4.5
N#C/C(C(=O)NCc1ccccc1)=C1\SC(CCO)C(=O)N1c1ccccc1 (stereo not drawn),-0.8,-0.6
COc1ccc(-c2nnc(SC(C)C#N)o2)cc1 (stereo not drawn),0.47,-0.3
O=C(Nc1cc2c(=O)n(-c3ccc(Oc4ccccc4)cc3)ccc2oc1=O)c1ccccc1,0,-0.2
Cn1c(=O)oc2cc(S(=O)(=O)N3CCN(c4ccccc4)CC3)ccc21,-0.1,-0.9
CCc1ccc(NC(=O)COC(=O)C2(c3ccc(Cl)cc3)CCCC2)cc1,-1.09,-0.7
CC1CCCCN1S(=O)(=O)c1ccc(C(=O)Nc2nnc(-c3cccs3)o2)cc1 (stereo not drawn),-0.04,0.0
CC(C)N(Cc1nc(-c2ccccc2)no1)C(=O)Cc1ccccc1,0.56,-2.0
Cn1nc(OC(=O)Nc2ccc(Cl)cc2)cc1C(F)(F)F,0.96,-1.9
CN(C(=O)/C=C/c1ccc2c(c1)OCO2)c1ccccc1,0.62,5.3
CN(Cc1ccccc1)S(=O)(=O)c1ccc2c(c1)n(C)c(=O)n2C,-0.08,-0.5
Cc1cc(OCC(=O)c2ccc(F)cc2)ccc1N1C(=O)CCC1=O,-0.91,0.0
C[n+]1ccccc1/C=N/O,0.38&-0.32,-0.3&0.4
CC(=O)Oc1ccc(/C=C2/SC(=S)N(Cc3ccccc3)C2=O)cc1,0.3,-3.2
COc1cccc(NC(=O)CC2C(=O)NC3CCCCC3N2C(=O)c2ccc(F)cc2)c1 (stereo not drawn),1.04,-2.2
CC(O)c1nc2ccccc2n1CCCc1ccccc1 (stereo not drawn),-0.01,-0.7
NC(=O)CC(NC(=O)c1cccc(Br)c1)c1ccc(N2CCN(c3ccc(F)cc3)CC2)c([N+](=O)[O-])c1 (stereo not drawn),-0.2,-1.2
CCCCc1nnc(NC(=O)COc2ccc3c(C)cc(=O)oc3c2)s1,-0.05,-0.4
COc1ccccc1CNC(=O)C1CCCN(c2cnccn2)C1 (stereo not drawn),1.05,-0.9
COc1ccc(N2CC(NC(=O)NCCC(C)C)CC2=O)cc1 (stereo not drawn),-0.2,0.3
COc1ccc(CN(C)C(=O)Cc2ccc(S(=O)(=O)N3CCOCC3)s2)cc1OC,.,-0.8
Cc1cc(NC(=O)CSc2ccc(-c3cccc([N+](=O)[O-])c3)nn2)no1,0.03,-0.9
O=C(O)/C(=C\c1cccs1)c1ccc(F)cc1,3.28,-0.1
O=C(COC(=O)C1=NN(c2ccccc2)C(=O)CC1)Nc1ccc([N+](=O)[O-])cc1C(F)(F)F,.,0.1
Cc1ccc(NC(=O)CSc2nnc3n2CCCCC3)cc1,0,-0.5
O=C(O)C1OC(C(=O)O)C2C1C(F)(F)C2(F)F (stereo not drawn),1.79,-2.2
CCC(C)NCCOCCOc1ccc(Cl)c2ccccc12 (stereo not drawn),-9.72*,0.5
O=C(CN1C(=O)NC2(CCOc3ccccc32)C1=O)c1ccc(Cl)cc1 (stereo not drawn),-0.06,-1.0
O=C(O)CCN=C1CCc2ccccc2N1,-1.12,-1.2
COc1ccc(C(CC(=O)O)NC(=O)c2ccco2)cc1 (stereo not drawn),-0.35,-2.2
CCCC(=O)N/N=C1\CS(=O)(=O)N(C)c2ccsc21,0.94,11.4
C/C(N)=C(/C#N)C(=O)COC(=O)CNS(=O)(=O)c1ccc(C)cc1,-0.23,0.5

Three structures from above, arranged by length of the SMILES, smallest number first.
molecule,Kir21 inh,STK33 kinase inh
O=C(O)CCN=C1CCc2ccccc2N1,-1.12,-1.2
O=C(O)/C(=C\c1cccs1)c1ccc(F)cc1,3.28,-0.1
O=C(COC(=O)C1=NN(c2ccccc2)C(=O)CC1)Nc1ccc([N+](=O)[O-])cc1C(F)(F)F,.,0.1

Next structures
molecule,Kir21 inh,STK33 kinase inh
O=C(O)c1cccnc1Cl,3.3,8.2
Cc1ccc2c(c1)CCCN2C(=O)NC1CCCCC1,0.05,-1.0
COc1ccc(C(=O)NCC(=O)OCn2nnc3ccccc3c2=O)cc1OC,0.06,-2.6
N#Cc1ccccc1NC(=O)COC(=O)CSc1nc2ccccc2o1,0.67,-0.5
CNC(=O)CN1C(=O)NC2(CCc3ccccc32)C1=O (stereo not drawn),0.59,-2.0
COc1ccc(-c2csc(CCN3N=C(C)CC3=O)n2)cc1,-0.68,-1.4
COc1ccccc1/C=C1\SC(=O)N(CC(=O)NCCCn2ccnc2)C1=O,-2.22,-0.7
O=C1CC(c2ccccc2)=NN1c1nc(-c2ccccc2)cs1,1.08,0.1
OCC[C@H]1C[C@@H](O)[C@H](O)[C@]2(Cc3ccccc3CCO2)O1,.,-1.1
NC(=O)c1cc2ccccc2o/c1=N\NC(=O)c1ccco1,2.66,-1.3

Later entries.
SMILES	Kir21 inh	STK33 kinase inh
CCCn1nc2cc(C(=O)NC3CCc4ccccc43)ccc2c1OCC (stereo not drawn)	0.94	-0.1
CCCN1CCc2nc(SCC(=O)Nc3ccc(C)c(Cl)c3)[nH]c(=O)c2C1	-0.51	0.1
COc1ccccc1NC(=O)c1ccc(NC(=O)CSc2nc(N)cc(=O)[nH]2)cc1	.	-1.5
CCC(C)c1ccccc1NC(=O)C(C)OC(=O)CN1C(=O)NC(C)(C)C1=O (stereo not drawn)	-0.06	-1.1
O=C(CSc1nc2ccccc2s1)N1CCCCC1	1.33	-1.0
CCOc1ccc(-c2c(C(=O)N/N=C/C3CC=CCC3)nnn2-c2nonc2N)cc1 (stereo not drawn)	-0.12	-0.8
O=C(OCc1ccc(Br)cc1)c1cnc(Cl)c(Cl)c1	-0.77	1.9
Cc1cccc(N=Nc2c(O)[nH]c3ccc(Br)cc23)c1	-0.91	-0.6
CC(C)c1ccc(NC(=O)C2CCN(c3ncnc4c3nc3n4CCCCC3)CC2)cc1	0.29	0.1
Cc1ccc(Cn2nc(C)c(/C=N/NC(=O)c3cccnc3)c2C)cc1	-0.05	-1.9
CCC(c1nnnn1Cc1ccc(F)cc1)N1CCN(C)CC1 (stereo not drawn)	-0.18	0.1
CCN1C(=O)c2ccc(C(=O)NCc3ccc4c(c3)OCO4)cc2C1=O	-0.43	-2.8
CNc1cnn(-c2ccc(C)cc2)c(=O)c1Cl	-0.48	-0.4
CCN(CC(=O)NCc1ccncc1)S(=O)(=O)c1ccccc1	1.52	-1.0
COc1ccccc1-c1nnc(SCc2ccccn2)n1C	1.68	-0.4
CN(C)S(=O)(=O)c1cccc(NC(=O)C(c2ccccc2)c2ccccc2)c1	1.56	-0.8
COc1ccc(OCC(=O)NCc2ccc(Cl)cc2)cc1	1.01	-1.0
COCCN1CN=C(Nc2nc3ccccc3s2)NC1	0.43	-3.4
CNCC[C@@H](Oc1ccc(C(F)(F)F)cc1)c1ccccc1	.	-0.7
Fc1ccc2cnc(-c3ccccc3)c(-c3cc(C(F)(F)F)cc(C(F)(F)F)c3)c2c1	.	-0.2
O=C1N=C(N2C=CC(=C3C=CNC=C3)C=C2)/C(=C/N=NC(=O)c2ccccc2)S1	-2.57	1.1
O=C(Nc1ccc(Nc2ccccc2)cc1)C(Cl)Cl	-0.04	1.2
COc1cc(OC)cc(-c2cc3ncccc3cn2)c1	.	-1.9
COc1ccc(/C=C/C(=O)NNC(=O)C(C)Oc2ccccc2F)cc1OC (stereo not drawn)	.	-1.3
CC1CN(S(=O)(=O)N2CCOCC2)CCN1S(=O)(=O)N1CCOCC1 (stereo not drawn)	0.15	-0.6
O=C(NNc1ccccc1Br)C(=O)n1ccc2ccccc21	0.16	-0.4
CCC(C)NC(=O)c1ccc(N2CC3CC(C2)c2cccc(=O)n2C3)c(NC(=O)c2ccc(Br)o2)c1 (stereo not drawn)	0.01	1.6
CCOc1ccc(/C=C2\SC(=S)N(CCC(=O)O)C2=O)cc1	-0.91	0.3
CC(OC(=O)c1cccc(S(=O)(=O)Nc2ccccc2F)c1)C(=O)NCc1ccc2c(c1)OCO2 (stereo not drawn)	-4.19	-2.7
Fc1ccc(CNC2CCN(Cc3ccccc3)CC2)cc1	0.96	-0.1
COC(=O)c1ccc(NS(=O)(=O)c2ccc(SC)cc2)cc1	-0.74	-0.6
CCn1c2ccc(F)cc2c2nnc(NN)nc21	0.26	0.5
O=C(COc1ccccc1/C=C1\SC(=O)NC1=O)Nc1ccc(F)cc1	-0.83	7.2
Cc1ccc(C(=O)Nc2c3c(nn2C(C)(C)C)CS(=O)(=O)C3)cc1[N+](=O)[O-]	-0.11	-3.0
O=C(Nc1ccc(F)cc1)Nc1ccc(N2CCOCC2)c2nonc12	-0.08	0.0
Cc1cc(C)c2oc(-c3ccc(C)c(NC(=S)NC(=O)c4cccs4)c3)nc2c1	1.38	0.6
CC(C)C[C@H](NC(=O)c1nc[nH]c1C(=O)N1CCC(C)CC1)C(=O)OC(C)(C)C	0.08	-0.7
CC(C)OCCCNC(=O)c1ccc(N(C)S(C)(=O)=O)cc1	-0.1	-0.3
O=[N+]([O-])c1ccc2nc(-[n+]3c(-c4ccccc4)cc(-c4ccccc4)cc3-c3ccccc3)[nH]c2c1	0.19	2.2
CCCCCCCCCCCCC(=O)CCCCC(=O)O	-1.19	-0.5

Single records (already shown).
CCC(C)NC(=O)c1ccc(N2CC3CC(C2)c2cccc(=O)n2C3)c(NC(=O)c2ccc(Br)o2)c1 (stereo not drawn) reads Kir21 inh: 0.01; STK33 kinase inh: 1.6
CCCCCCCCCCCCC(=O)CCCCC(=O)O reads Kir21 inh: -1.19; STK33 kinase inh: -0.5

Back to the main list, repeating the two entries before the break.
SMILES	Kir21 inh	STK33 kinase inh
O=[N+]([O-])c1ccc2nc(-[n+]3c(-c4ccccc4)cc(-c4ccccc4)cc3-c3ccccc3)[nH]c2c1	0.19	2.2
CCCCCCCCCCCCC(=O)CCCCC(=O)O	-1.19	-0.5
Cc1ccccc1NC(=O)c1ccc2nc(N3CCOCC3)sc2c1	-0.46	0.3
CCC(C)NC(=O)c1ccc(NC(=O)C2CCCO2)cc1 (stereo not drawn)	-0.02	-2.0
N#Cc1cc2sc3nnc(-c4ccncc4)n3c2cc1C#N	-0.94	-0.3
COc1ccc(N2CCN(CC(=O)Nc3ccccc3SC)CC2)cc1	0.67	0.2
O=c1[nH]c2cc3c(cc2cc1CN(Cc1cccs1)Cc1nnnn1Cc1ccco1)OCCO3	0.56	-0.3
Cc1noc(C)c1CSc1nc2ccccc2c(=O)n1-c1ccc(Cl)cc1	0.07	-1.1
Cc1ccc(/C=C/C(=O)Nc2nnc(SCc3ccc(C#N)cc3)s2)o1	-0.86	-0.1
Cc1cccc(-n2cc(-c3ccccc3)c3c(NN4CCOCC4)ncnc32)c1	0.76	-2.3
Cc1ccc2nc(N/N=C/c3ccccc3F)nc(-c3ccccc3)c2c1	2.86	.
COc1cccc(/C=N/NC(=O)CC2C(=O)NN=C2C)c1OC (stereo not drawn)	1.97	1.0
COc1cccc(NC(C(=O)Nc2cccc(C(C)=O)c2)c2ccccc2)c1 (stereo not drawn)	-1.61	0.0
CC(C(=O)NN)n1nnc(N2CCOCC2)n1 (stereo not drawn)	-1.46	-0.6
Cc1ccc(/C=c2/sc3n(c2=O)CCCN=3)o1	-1.57	-0.7
CCCc1nnc(SCc2ccc(OCC)cc2)n1N	-0.37	1.2
O=C(N/N=C/C1CCCCC1)c1ccccn1	-0.54	-0.9
O=C(Nc1ccc(-c2n[nH]c(=S)o2)cc1)c1ccccc1Cl	1.77	0.8
CC(C)(C)c1ccc(O)c(N)c1	0.94	-1.0
CCCCCC(=O)NC(=S)NNC(=O)c1ccc([N+](=O)[O-])cc1	0.25	1.0
CC(=O)N1CCN(S(=O)(=O)c2cccc(C(=O)N(Cc3ccccc3)c3ccc(C)cc3)c2)CC1	-1.21	-0.3
FC(F)(F)c1cc(-c2cccs2)nc(-n2cc(Cl)cn2)n1	1.73	-0.5
CCOC(=O)Cn1nc(/C=C/c2ccc(C(C)C)cc2)ccc1=O	1.64	-0.9
N#Cc1ccc(N2CCN(C(=O)c3cccs3)CC2)c(F)c1	-0.72	-0.4
CCOC(=O)C1(Cc2ccccc2)CCCN(CCO)C1 (stereo not drawn)	0.11	-1.6
NC(=O)c1ccccc1NC(=O)COC(=O)C1(c2ccccc2)CC1	-2.19	.
Cc1ccc(-c2nc3cc(NS(=O)(=O)c4ccc(C)cc4)ccc3o2)cc1	-1.07	-1.6
CCN1C(=O)[C@H]2[C@@H](c3ccc(-c4ccc(Cl)c(Cl)c4)c(OC)c3)N[C@@](C)(C(=O)OC)[C@H]2C1=O	-0.12	0.6
CC1CCCC(C)N1CC(O)COCC1COc2ccccc2O1 (stereo not drawn)	-0.89	-0.8
O=C(NCc1cccnc1)C1CCN(S(=O)(=O)c2cc([N+](=O)[O-])ccc2Cl)CC1	.	-0.2
N=C(N)N=Nc1c(O)[nH]c2ccc(Br)cc12	-1.85	-1.0
